Screens (PubChem)
PTEN del growth: PTEN-deleted cell growth suppression; 1.2% of 140,000 active; viability, % at 10 µM; AID 827; HCT116 PTEN-null viability, CellTiter-Glo, 60 h; stronger effect = lower value;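 active = viability at or below a set limit, 4 SD under the median of all tested compounds, cut at about 3.7% in these data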;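 also: PTEN knockout HCT116 line with beta catenin targeted HCT116 as companion control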
GALR2 blocker: antagonists of human galanin receptor 2 (GALR2). O43603. GALR2-expressing cells, antagonist mode. inhibition, % at 4 µM. 0.39% of 140,000 active. AID 828; in the data active = inhibition above about 27%;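 also: cells stimulated with galanin 1-16 at roughly its EC80; 0% = agonist challenge control and 100% = basal control without agonist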
Target sequence (O43603 whole entry, looked up): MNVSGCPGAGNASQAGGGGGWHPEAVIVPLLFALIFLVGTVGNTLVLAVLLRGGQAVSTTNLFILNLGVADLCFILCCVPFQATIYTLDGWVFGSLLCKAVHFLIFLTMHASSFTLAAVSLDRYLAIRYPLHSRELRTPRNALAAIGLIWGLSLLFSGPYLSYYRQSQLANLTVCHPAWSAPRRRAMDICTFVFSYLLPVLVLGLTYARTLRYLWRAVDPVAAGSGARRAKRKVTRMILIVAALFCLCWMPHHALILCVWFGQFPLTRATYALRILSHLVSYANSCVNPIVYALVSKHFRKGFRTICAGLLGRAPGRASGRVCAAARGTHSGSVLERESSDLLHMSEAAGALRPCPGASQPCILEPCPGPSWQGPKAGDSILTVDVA
E-sel TNF inh: blocks E-selectin expression induced by TNF alpha | 0.71% of 120,000 active | HUVEC TNFa-induced E-selectin immunofluorescence, high content | inhibition, % at 2 µM;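 active = inhibition above the batch mean plus 3 SD, and confirmed as a hit on visual image review, cut at about 43% in these data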;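 also: 0% = TNF-stimulated DMSO wells and 100% = unstimulated control wells; not every result past the cut was called active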
Phagocyt inh: macrophage phagocytosis inhibition. inhibition, % at 5 µM. 0.07% of 110,000 active. J774A.1 macrophage IgG-bead phagocytosis, imaging;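 active = inhibition above the mean of the plate negative controls plus 5 SD, cut at about 13% in these data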;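 also: phagocytic index as fraction of beads internalized from green versus red external bead signal; plate controls were DMSO negative control for no effect and cytochalasin-D positive control for full effect; some results beyond the cut were filed as inactive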
Yeast growth inh: chemicals that inhibit yeast BB579 growth in restrictive medium (lifespan-shortening candidates) | AID 804 | 0.51% of 140,000 active | inhibition, % at 10 µM | S. cerevisiae BB579 growth, OD615, 48 h;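 active = inhibition above a set limit, 3 SD over the mean compound inhibition, cut at about 44% in these data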; also: inactives centre near -24
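System: DeaD yeast strain BB579; buffer or medium: CSMM-D dextrose restrictive medium; technique: OD at 615 nm; schedule: 4 h cell preincubation, 48 h compound exposure, 30 °C humidified; doses: single 10 µM dose; controls: amphotericin B 10 µg/mL, positive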
bCat KO growth: beta-catenin-lacking colon tumor cell growth suppression | 1.5% of 140,000 active | viability, % at 10 µM | HCT116 beta-catenin knockout viability, CellTiter-Glo, 60 h; stronger effect = lower value;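 active = viability at or under a set limit, the compound median less 4 SD, cut at about 6% in these data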;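 also: 0% = Hyamine 1622 control at 20 µM and 100% = untreated cell control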
MRP-1 activ: MRP-1 activation; H69AR cells + doxorubicin, viability rescue, CellTiter-Glo; 0.61% of 140,000 active; viability increase, % at 10 µM;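 active = viability gain under doxorubicin at or above a set limit, the compound median plus 3 SD, cut at about 4.7% in these data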;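 also: MRP-1 overexpressing cells given doxorubicin 25 µM after compound pretreatment; 18-22 h compound pretreatment then 72 h with doxorubicin before readout; 0% = doxorubicin-only wells and 100% = vehicle-treated cells without doxorubicin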
Yeast life ext: extends the lifespan of yeast; S. cerevisiae growth with nicotinamide, OD615; deaD strain in restrictive glucose medium; inhibition of the nicotinamide effect, % at 10 µM; 0.68% of 130,000 active;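 active = inhibition above a set limit, placed 3 SD over the median of all compounds, cut at about 26% in these data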;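 also: 0% = nicotinamide-treated wells and 100% = cells grown without nicotinamide; some compounds called inactive have numbers as strong as hits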
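System: DeaD-strain S. cerevisiae / Buffer or medium: CSMM-D, restrictive glucose (dextrose) synthetic minimal medium / Probe or stimulus: nicotinamide, 1.5 mM, co-present with compound / Compound: one concentration, 10 µM, DMSO 0.25% / Incubation: 48 h compound exposure at 30 °C, humidified / Technique: optical density (absorbance) at 615 nm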
Measles CPE: protection of cells from measles virus; protection (pct of control), % at 4 µM; 1.5% of 140,000 active; Measles virus-infected cells, CPE protection, absorbance; in the data active = protection mostly above about 24%, no sharp cut-off; inactive = mostly below about 26%; also: some compounds called inactive have numbers as strong as hits
NPY Y2 blocker: antagonists of human neuropeptide Y receptor Y2; P49146; NPY-Y2 expressing cells, antagonist mode; inhibition, % at 2.7 µM; 0.99% of 140,000 active; in the data active = inhibition above about 17%;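 also: 0% = vehicle with agonist challenge and 100% = reference antagonist with challenge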
Target sequence (P49146 whole entry, looked up): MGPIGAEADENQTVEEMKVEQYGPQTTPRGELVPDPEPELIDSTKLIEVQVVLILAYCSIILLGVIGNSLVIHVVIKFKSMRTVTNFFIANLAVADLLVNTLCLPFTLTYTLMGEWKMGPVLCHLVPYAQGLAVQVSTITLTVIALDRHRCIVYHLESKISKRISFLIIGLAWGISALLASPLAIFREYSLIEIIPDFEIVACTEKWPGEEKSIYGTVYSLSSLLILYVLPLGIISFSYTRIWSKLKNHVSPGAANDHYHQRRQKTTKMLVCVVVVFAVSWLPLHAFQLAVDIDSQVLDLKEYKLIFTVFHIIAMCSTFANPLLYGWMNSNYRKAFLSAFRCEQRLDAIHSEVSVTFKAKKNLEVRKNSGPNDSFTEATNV
Starred values were filed as active, the others as inactive; / = no result given. Rows were taken by chance; 6.3% or so of the library scored in one or more.

SMILES	PTEN del growth	GALR2 blocker	E-sel TNF inh	Phagocyt inh	Yeast growth inh	bCat KO growth	MRP-1 activ	Yeast life ext	Measles CPE	NPY Y2 blocker
CN(C)S(=O)(=O)c1cccc(C(=O)N2CCN(Cc3ccccc3)CC2)c1	91.2	-7.6	2.5	-0.6	-28.1	91.7	-0.6	-6.1	10.7	-1.5
O=C(O)c1ccc(-n2cccc2)cc1O	97.5	10.3	-13.2	2.4	14.9	88.4	-2.2	-1.5	9.2	5.9
Cc1ccc(CNC(=O)COc2ccc(C(=O)c3ccc(F)cc3)cc2)cc1	29.2	-1.9	17.0	0.1	-32.9	31.0	-5.1	1.2	21.8	11.8
COc1ccc2nc3sc(C(=O)NCCCN4CCc5ccccc5C4)cc3cc2c1	75.0	10.1	/	-8.3	-45.2	71.8	-3.7	-2.6	4.6	3.2
Cc1c(C(=O)O)oc2ccc(S(=O)(=O)N3CCC(C)CC3)cc12	91.5	11.2	-19.5	5.9	-23.6	91.0	-1.1	-11.4	11.7	4.5
COc1cc(-c2nnn(CC(=O)NC3CCS(=O)(=O)C3)n2)ccc1OCc1ccccc1 (centres undefined)	104.5	5.2	-29.1	-0.6	-34.0	106.8	0.1	-4.2	/	1.1
COC(=O)c1cc(Br)c(=O)n(Cc2ccc(OC)c(OC)c2)c1	92.7	6.8	/	3.4	16.3	91.4	-0.1	-5.2	19.7	-0.2
O=C1CC(c2ccccc2)C(C(=O)Nc2ccccc2F)N1 (centres undefined)	95.6	2.5	-23.8	/	-12.7	102.0	-1.0	0.9	8.3	-1.7
O=C(C1CCN(C2CC(=O)N(c3ccc(F)cc3)C2=O)CC1)N1CCOCC1 (centres undefined)	90.5	0.7	-13.3	11.1	-30.6	102.5	-0.2	-11.2	5.2	0.4
CCc1ccc(C(=O)COC(=O)C(CCSC)NC(=O)C23CC4CC(CC(C4)C2)C3)cc1 (centres undefined)	102.8	-1.1	/	1.5	-10.3	98.5	3.4	1.7	5.8	-0.4
CCN(c1cccc(C)c1)c1ncnc2nc[nH]c12	83.9	15.0	25.4	-1.5	-17.2	89.7	-4.5	-4.8	14.8	0.3
Cc1nc2ccccn2c1C(=O)NCc1ccc2c(c1)OCO2	90.3	11.4	-13.3	-0.5	-23.2	88.1	-1.1	-7.9	12.5	-2.1
COC(=O)c1c(NC(=O)C(C)C)sc2c1C(C(=O)OC)CC2 (centres undefined)	84.9	-2.7	-18.0	/	-12.8	84.0	0.8	/	4.1	6.1
COc1ccc(C(=O)Nc2cccc(C(=O)N3CCCC3)c2)cc1	104.7	2.4	-12.4	-1.7	-13.5	106.6	-0.8	-9.7	11.6	3.0
c1ccc(Cc2nn3c(Cn4cnc5ccccc54)nnc3s2)cc1	83.7	8.2	8.4	-1.1	-68.3	75.6	-1.6	18.6	8.0	5.1
CN(C)c1ccc(C(c2nnnn2C(C)(C)C)N2CCc3ccccc3C2)cc1 (centres undefined)	85.3	16.2	-1.5	0.8	-30.5	88.7	-2.6	-4.5	17.1	3.1
COc1ccc(N(CC(=O)NC2CCCC2)C(=O)Cn2nnc(-c3ccc(C)cc3)n2)cc1OC	90.0	-2.4	6.9	-0.7	-11.9	88.8	-1.4	-7.4	12.3	-1.0
O=C(Nc1nnc(-c2ccccc2SCc2ccccc2)s1)Nc1ccccc1F	8.1	-8.6	35.8	-0.6	-16.3	8.1	-5.5	-22.6	4.6	0.4
CCOC(=O)c1cc2sccc2n1Cc1ccccc1	73.8	-2.5	-6.5	-3.0	-22.9	76.9	-0.6	-9.6	13.6	11.0
O=C1/C(=C\c2ccc(-c3ccccc3[N+](=O)[O-])o2)C(c2ccccc2)=NN1c1ccccc1	83.4	-8.1	-13.7	/	-28.9	71.5	-2.3	/	3.2	-0.2
CCOc1cc(N2CCOCC2)c(OCC)cc1NC(=O)Cc1cccc(OC)c1	99.2	8.3	-10.8	-2.4	-6.2	96.7	-0.1	-7.4	16.2	-3.4
CC(C)(/C=N/O)/[N+]([O-])=C/c1ccco1	104.2	1.5	-19.5	-0.1	-49.2	92.5	-0.1	6.7	4.2	-2.1
O=C(/C=C/c1ccc(Cl)cc1)N1CCN(c2ccc([N+](=O)[O-])c(N3CCOCC3)c2)CC1	66.2	8.4	11.4	-5.2	-24.0	63.5	2.8	2.3	-0.1	3.2
Cc1ccc(NC(=O)C2C(C(=O)O)C3C=CC2C32CC2)cc1 (centres undefined)	98.1	-12.7	6.3	-0.9	-3.7	100.1	0.0	-8.8	12.7	4.6
Cc1nc(NCCc2cnc[nH]2)c2oc3ccccc3c2n1	88.4	-3.5	-34.5	/	8.4	94.7	-3.6	-26.1	/	2.7
CCOc1ccccc1NC(=O)c1nc[nH]c1C(=O)Nc1ccccc1OCC	81.2	-12.0	-6.6	1.1	-5.6	85.4	-1.9	-1.1	8.2	1.5
CCc1ccc(N(C(=O)CNC(=O)c2cccs2)C(C(=O)NC(C)(C)C)c2cc(OC)c(OC)c(OC)c2)cc1 (centres undefined)	79.8	-2.1	44.2	/	-18.5	77.2	-0.5	5.4	4.5	-0.6
COc1cc(Cn2c(-c3nonc3N)nc3ccccc32)ccc1C	96.7	-4.4	-11.5	/	-39.9	96.3	-1.2	-2.1	2.0	14.3
COCCn1c(-c2ccccc2F)n[nH]c1=S	98.6	-3.4	17.0	3.7	-2.9	98.8	-0.8	-12.4	16.1	3.6
Cc1nc(Nc2ccc(Cl)cc2Cl)sc1C(=O)Nc1ccccc1	74.9	10.6	/	-8.0	-30.0	79.8	0.4	-4.5	10.2	2.3
Cc1ccccc1Cn1nc(C)c(NC(=O)C2(C)CC2(Cl)Cl)c1C (centres undefined)	99.3	3.5	-10.3	0.5	-29.7	96.2	-0.4	6.2	5.3	4.1
COCCn1nnnc1C(c1cc2cc(C)ccc2[nH]c1=O)N1CCc2ccccc21 (centres undefined)	90.0	-1.1	/	0.1	-24.4	94.0	-3.8	-2.1	10.1	3.7
Cc1ccc2oc3c(c(=O)c2c1)C(c1cccc(O)c1)N(c1ccccn1)C3=O (centres undefined)	53.7	9.4	-35.9	-0.3	-8.0	58.5	-2.8	-7.0	19.3	3.0
CCOc1ccc(-c2nn[nH]n2)cc1	101.8	-0.6	-31.1	1.8	-58.2	98.9	0.1	-8.7	15.5	1.1
Nc1nc2ccccc2nc1N	108.3	13.2	-22.6	-1.1	-8.0	97.0	-1.1	-1.2	3.9	2.2
CCCOc1ccc(-c2nn(-c3ccccc3)cc2/C=C2\SC(=S)N(C3CCS(=O)(=O)C3)C2=O)cc1 (centres undefined)	93.8	-3.8	9.4	2.0	-12.8	93.4	1.5	-1.4	1.8	1.5
CCCc1cc2c(cc1NC(=O)c1ccccc1C)OCO2	69.5	-17.4	-36.4	-1.6	-48.8	75.9	-3.1	-17.6	22.5	2.0
Cc1cccc(NC(=O)CCCN2C(=O)c3cccc4cccc(c34)C2=O)c1	101.6	-9.9	-1.1	-2.8	-14.1	89.3	-0.7	-12.7	2.7	4.5
CN(c1ncc(C(F)(F)F)cc1Cl)n1cc(C(N)=O)c2ccccc2c1=O	89.4	-3.8	-3.1	-0.5	-17.7	83.2	-3.3	-10.8	1.4	4.0
COc1ccc(NC(=O)c2cnn3c(C(F)(F)F)cc(-c4ccco4)nc23)cc1OC	86.2	1.3	/	0.2	-25.7	94.8	-2.1	-3.4	10.4	1.9
CSc1nc(N)nc(SCC(=O)OC(C)C)c1C#N	96.2	1.4	-15.4	0.0	-13.7	100.8	-4.5	-25.0	26.5	3.7
CCN1CCN(C(=O)CCNC(=O)Cn2ccc3ccccc3c2=O)CC1	99.6	18.3	-60.4	0.5	-36.7	100.2	1.5	-6.1	3.0	9.1
CCOc1ccc(/C=N/Nc2ccc(C(F)(F)F)cc2[N+](=O)[O-])cc1O	71.3	2.5	6.3	1.9	-39.3	89.0	-0.5	-0.3	32.1*	-7.9
COc1ccc(N=c2scc(-c3ccc(S(=O)(=O)N4CCOCC4)cc3)n2CCCO)cc1	80.5	17.5	-27.7	/	-17.2	81.8	-3.4	-1.9	11.1	3.7
c1ccc(Nc2nc(-c3cccnc3)cs2)nc1	82.4	9.9	4.9	/	-35.3	83.3	-0.3	-15.2	22.1	0.5
Cc1cccc(OCCCC(=O)Nc2ccc(S(=O)(=O)Nc3onc(C)c3C)cc2)c1C	99.4	10.8	-13.2	6.8	-26.9	95.1	0.8	-2.4	4.4	-1.6
CCCCn1nc2cc(C(=O)NC[C@@H]3CCCO3)ccc2c1OCC	98.7	-3.6	-28.8	/	-49.7	103.4	-1.3	-15.4	1.1	-0.2
CCNC(=S)NNC(=O)c1cc(-c2cc(C)ccc2C)nc2ccccc12	89.8	-4.5	-19.3	/	9.7	106.3	-2.9	-12.8	5.8	4.6
O=C1Nc2ccc(S(=O)(=O)N3CCOCC3)c3cccc1c23	82.7	12.3	14.9	1.9	-17.1	85.0	-3.6	-7.5	12.6	0.1
COc1ccc(CC(=O)NCc2ccc3c(c2)OCO3)cc1	99.9	-2.5	44.2	0.7	-58.9	87.7	-0.5	-0.4	21.8	-1.7
Cc1csc(NC(=O)c2cc3c(s2)CCCCC3)n1	61.3	8.0	12.9	-2.0	-39.3	68.2	-2.3	-30.6	5.8	0.7
COc1ccc(OC)c(/C=N/NC(=O)c2ccc(Cn3cc([N+](=O)[O-])cn3)o2)c1	96.3	10.6	/	-2.1	3.2	98.1	-2.2	0.1	7.5	3.2
COc1cc(/C=C/c2c([N+](=O)[O-])c(=O)n(C)c(=O)n2C)cc(OC)c1OC	69.4	5.7	8.9	-0.2	-6.9	77.5	-4.8	-6.0	7.3	2.1

Quoted from above (4 entries):
SMILES	PTEN del growth	GALR2 blocker	E-sel TNF inh	Phagocyt inh	Yeast growth inh	bCat KO growth	MRP-1 activ	Yeast life ext	Measles CPE	NPY Y2 blocker
COc1ccc(CC(=O)NCc2ccc3c(c2)OCO3)cc1	99.9	-2.5	44.2	0.7	-58.9	87.7	-0.5	-0.4	21.8	-1.7
Cc1csc(NC(=O)c2cc3c(s2)CCCCC3)n1	61.3	8.0	12.9	-2.0	-39.3	68.2	-2.3	-30.6	5.8	0.7
COc1ccc(OC)c(/C=N/NC(=O)c2ccc(Cn3cc([N+](=O)[O-])cn3)o2)c1	96.3	10.6	/	-2.1	3.2	98.1	-2.2	0.1	7.5	3.2
COc1cc(/C=C/c2c([N+](=O)[O-])c(=O)n(C)c(=O)n2C)cc(OC)c1OC	69.4	5.7	8.9	-0.2	-6.9	77.5	-4.8	-6.0	7.3	2.1

Printed as active in Measles CPE, of those listed so far:
SMILES	GALR2 blocker	E-sel TNF inh	Phagocyt inh	Yeast growth inh	Yeast life ext	Measles CPE	NPY Y2 blocker
CCOc1ccc(/C=N/Nc2ccc(C(F)(F)F)cc2[N+](=O)[O-])cc1O	2.5	6.3	1.9	-39.3	-0.3	32.1*	-7.9
